Compound activity deposited in PubChem by National Center for Advancing Translational Sciences (NCATS).
Giardia kill – kills Giardia lamblia. Giardia lamblia trophozoite viability. activity change, % at 7.66 µM, hits read low. hit rate 0.15% among 340,000; in the data active means activity change below about -80%; inconclusive means between about -30% and that limit;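 further: parasites exposed to compound for two days anaerobically before the ATP read; on the % scale 0 is the no-effect control and ±100 the full control effect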
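Giardia trophozoites, 100 cells per well, were exposed to compounds for 48 hrs at 37 deg C under anaerobic conditions; viability was then read as ATP content by bioluminescence after 15-30 min at room temperature.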
FLuc modulator – inhibits or activates purified firefly luciferase, miR-21 counter-screen; P08659; purified FLuc, Km substrates, luminescence inhibition; Potency, µM (highest dose often 57.5 µM), inactives show top-dose activity change, negative = inhibition, hits mostly inhibitors; hit rate 6.9% among 360,000; AID 588342;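 further: potency means the concentration at half of the fitted maximal effect; plate controls were vehicle for no effect and reference inhibitor for full effect; nearly all actives have a fitted effect of over 55% in size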
Target sequence (P08659 whole entry, looked up): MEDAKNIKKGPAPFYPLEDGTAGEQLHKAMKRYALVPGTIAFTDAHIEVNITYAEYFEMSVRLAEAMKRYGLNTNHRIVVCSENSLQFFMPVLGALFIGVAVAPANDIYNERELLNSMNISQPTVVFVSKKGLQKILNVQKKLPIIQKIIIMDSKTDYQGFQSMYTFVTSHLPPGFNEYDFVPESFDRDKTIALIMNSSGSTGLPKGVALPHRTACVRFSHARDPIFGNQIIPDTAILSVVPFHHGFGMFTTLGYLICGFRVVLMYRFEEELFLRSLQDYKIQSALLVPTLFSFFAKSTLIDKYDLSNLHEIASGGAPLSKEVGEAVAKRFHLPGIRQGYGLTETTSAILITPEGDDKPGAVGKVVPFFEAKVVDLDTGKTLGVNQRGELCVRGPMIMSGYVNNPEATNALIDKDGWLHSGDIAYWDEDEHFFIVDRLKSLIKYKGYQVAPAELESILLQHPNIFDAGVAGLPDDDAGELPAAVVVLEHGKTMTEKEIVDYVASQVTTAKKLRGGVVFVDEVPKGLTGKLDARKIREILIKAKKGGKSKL
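Purified P. pyralis luciferase (10nM final) with 10uM D-luciferin and 10uM ATP (Km levels) in 50mM Tris acetate pH 7.5, 10mM Mg acetate, 0.01% Tween-20, 0.05% BSA; qHTS 6-point titration, ~60 µM downward; luminescence read.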
Tb PFK block – T. brucei PFK enzyme inhibition. O15648. hit rate 0.17% among 330,000. Potency, µM (doses to about 57.5 µM), for the others: top-dose activity, negative = inhibition, hits mostly inhibitors. T. brucei PFK, ADP-Glo luminescence. AID 485367;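 further: potency means the concentration at half of the fitted maximal effect; 0% = uninhibited 1x PFK enzyme wells and -100% = no-enzyme wells; nearly all actives have a fitted effect of over 60% in size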
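Compounds were pin-transferred as a titration series up to 57 uM into substrate buffer (0.5 mM F6P, 0.1 mM ATP, pH 8.0), then 1.25 nM PFK was added and reactions ran 45 min before ADP-Glo detection.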
NPC1 promoter act – NPC1 promoter activation. AID 485313. Potency, µM (doses to about 9.22 µM), for inactives: top-dose activation, hits mostly activators. Huh7 NPC1 promoter luciferase reporter, 24 h. hit rate 2.4% among 320,000;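 further: potency means the concentration at half of the fitted maximal effect; % of control where 0% means no effect; nearly all actives have a fitted effect of over 60% in size; reporter is driven by a mutant NPC1 promoter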
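Cells: Huh7 expressing luciferase under the NPC1 promoter, 1500/well. Seeded 2 h, compound added, incubated 24 h at 37 °C. Luciferase reagent, 10 min ambient, then luminescence.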
Rab9 prom act – activates the Rab9 promoter. Huh7 Rab9 promoter-luciferase reporter, luminescence, 24 h. Potency, µM (titrated, usually from 9.22 µM), inactives show at the highest dose activation, negative = inhibition, hits mostly activators. hit rate 2.8% among 320,000. AID 485297; further: potency means the concentration at half of the fitted maximal effect; % of control where 0% means no effect; nearly all actives have a fitted effect of over 60% in size
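Huh7 cells stably carrying Rab9 promoter–luciferase reporter, plated 1500 cells/well, compound added after 2 h and incubated 24 h at 37 °C; luciferase luminescence then read after 10 min with detection reagent.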
RORg inh – blocks mouse ROR gamma transcriptional activity; P51450; Drosophila S2 Gal4-RORgamma UAS-luciferase reporter, 20 h; Potency, µM (doses to about 53.6 µM), for inactives: at the top dose activity change, negative = inhibition, usual class: inhibitors; hit rate 5.4% among 310,000; AID 2551; further: potency means the concentration at half of the fitted maximal effect; on the % scale 0 is the no-effect control and ±100 the full control effect; nearly all actives have a fitted effect of over 60% in size
Target sequence (P51450 whole entry, looked up, the tested form may be a part): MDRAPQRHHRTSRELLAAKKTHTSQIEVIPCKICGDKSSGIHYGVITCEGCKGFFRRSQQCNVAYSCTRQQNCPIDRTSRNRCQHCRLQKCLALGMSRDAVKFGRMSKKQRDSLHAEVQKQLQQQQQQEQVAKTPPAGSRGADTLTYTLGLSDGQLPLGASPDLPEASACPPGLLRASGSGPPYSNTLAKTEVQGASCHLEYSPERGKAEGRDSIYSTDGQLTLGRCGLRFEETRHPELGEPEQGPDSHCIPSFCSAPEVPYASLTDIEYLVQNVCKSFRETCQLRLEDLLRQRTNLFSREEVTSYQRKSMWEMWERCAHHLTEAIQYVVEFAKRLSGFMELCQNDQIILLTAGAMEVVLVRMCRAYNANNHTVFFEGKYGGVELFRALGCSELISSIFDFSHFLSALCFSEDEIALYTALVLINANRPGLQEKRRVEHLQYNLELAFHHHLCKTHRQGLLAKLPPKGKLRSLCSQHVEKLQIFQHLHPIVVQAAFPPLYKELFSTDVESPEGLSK
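A Gal4/UAS one-hybrid system in insect cells: metallothionein-promoter Gal4–ROR gamma fusion plus Photinus luciferase reporter. Copper sulfate 700 uM final, 20 hr ambient incubation, luminescent detection after 10 min with reagent.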
FBPA coupling cs – counter-screen for Giardia aldolase inhibitors: coupling enzyme system | coupling enzyme system counterscreen, AmpLite Red fluorescence | activity change, negative = inhibition, % at 58.2 µM, hits read low | hit rate 0.67% among 290,000; in the data active means activity change below about -30%; further: on the % scale 0 is the no-effect control and ±100 the full control effect
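Counterscreen of the coupled detection system alone, without aldolase: glyceraldehyde-3-phosphate coupling enzymes plus AmpLite Red readout. Compounds at 57.5 uM final, 10 min RT preincubation, 20 min RT reaction, fluorescence 525/598 nm.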
KCNH2 3.1 block – blocks the human KCNH2 3.1 channel isoform; U2OS KCNH2 3.1, thallium flux FluxOr; active compounds read low; activity change, % (tested at about 1.8 µM); hit rate 0.95% among 340,000;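 active means maximum activity change below -70%; inconclusive means maximum activity change from -70% to -50%; inactive means maximum activity change above -50%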;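 further: thallium influx rate constant from kinetic fluorescence after stimulation buffer; on the % scale 0 is the no-effect control and ±100 the full control effect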
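FluxOr-based Tl+ influx in U2OS cells transduced with KCNH2 3.1 virus; rate constants normalized to DMSO controls.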
Gal4-VP16 FLuc – inhibits Gal4-VP16 luciferase reporter, ROR gamma counter-screen | Drosophila S2 Gal4-VP16 UAS-luciferase, luminescence, 20 h | Potency, µM (top dose mostly 53.6 µM), for the others: at the top dose activity, negative = inhibition, usual class: inhibitors | hit rate 3.5% among 310,000 | AID 2546;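 further: Gal4-VP16 expression switched on by copper sulfate through the metallothionein promoter; potency means the concentration at half of the fitted maximal effect; on the % scale 0 is the no-effect control and ±100 the full control effect; nearly all actives have a fitted effect of over 50% in size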
ELG1 genotoxic – induces genotoxicity in HEK293T cells with luciferase-tagged ELG1; HEK293T ELG1-luciferase reporter, luminescence, 16 h; Potency, µM (doses to about 46 µM), for inactives: at the top dose activity change, positive = activation, hits mostly activators; hit rate 1.3% among 330,000; AID 504466; further: potency means the concentration at half of the fitted maximal effect; % of control where 0% means no effect; nearly all actives have a fitted effect of over 60% in size
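Cells (2,000/well) expressing the ELG1-luciferase fusion are dosed by pin tool and kept 16 hr at 37 °C, 5% CO2. Signal comes from ONE-Glo luciferase reagent after 30 min at room temperature.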
uPA surface inh – inhibitors of cell surface uPA generation; Potency, µM (highest dose often 38.3 µM), without a hit: at the top dose activity change, negative = inhibition, usual class: inhibitors; cell surface uPA generation assay, qHTS; hit rate 0.31% among 330,000; active means well fitted inhibition curve with a large enough effect; inconclusive means small, poorly fitted or top-dose-only effect; inactive means no such curve, though single readings can be large or run the other way; tested in mouse RAW 264.7 cells; further: potency means the concentration at half of the fitted maximal effect; on the % scale 0 is the no-effect control and ±100 the full control effect; nearly all actives have a fitted effect of over 55% in size
Starred values were filed as active, the others as inactive; u = inconclusive; x = no result given; & = joins results of further samples; [ ] = another dose, or the depositor's remark. Unless noted, the call rests on the fitted dose curve; in most records, active means well fitted curve in the direction sought with a large enough effect; inconclusive means small, poorly fitted or top-dose-only effect, or another doubt; inactive means no such curve, though single readings can be large; an effect the other way counts as inactive or inconclusive.

compound | Giardia kill | FLuc modulator | Tb PFK block | NPC1 promoter act | Rab9 prom act | RORg inh | FBPA coupling cs | KCNH2 3.1 block | Gal4-VP16 FLuc | ELG1 genotoxic | uPA surface inh
CC(=O)c1ccc(Nc2nc(C)cc(C)n2)cc1 | 8 | 27µM* | 3% | u | u | 41% | 0 | 15 | 3% | u | -4%
CCCc1nc2ccccc2c(=O)n1N | 0 | 7% | 2% | -2% | 1% | 7% | 3 | -6 | -2% | -1% | -3%
Cc1[nH]c2ccccc2c1C(=O)CN1C(=O)NC2(CC(C)CC(C)(C)C2)C1=O (stereo unspecified) | 3 | 4% | 0% | -3% | -5% | u | 0 | -26 | u | -5% | 2%
COc1ccccc1OCC(=O)NC1CCSc2ccccc21 (stereo unspecified) | -24 | 2% | 2% | -1% | -2% | x | x | -11 | x | -2% | 6%
CC(C)(C)c1[nH]nc2c1C(c1ccncc1)C(C#N)=C(N)O2 (stereo unspecified) | -15 | -1% | -7% | -2% | -5% | 22% | -3 | 6 | 0% | -1% | 4%
O=C(NCCc1c[nH]c2ccccc12)C(F)(F)C(F)F | 10 | 0% | 0% | -3% | 0% | 18% | 0 | 6 | -4% | -1% | 9%
CCC(C)(C)C1CCc2c(sc(NC(=O)c3ccoc3C)c2C(N)=O)C1 (stereo unspecified) | -3 | -9% | -2% | -2% | -1% | 11% | 5 | 5 | 0% | 1% | 1%
CCOC(=O)N1CCN(C(=O)CSc2nnc(Cc3ccccc3)o2)CC1 | 18 | -2% | -12% | 2% | -3% | 5% | 2 | -5 | 6% | -10% | 14%
CCCCC(=O)NNC(=O)N1c2ccccc2Sc2ccccc21 | -4 | 2% | 1% | -1% | -14% | -9% | -1 | -9 | -1% | -5% | -4%
COC(=O)c1ccc(-c2noc(CN(Cc3ccncc3)CC3CCCO3)n2)cc1 (stereo unspecified) | -8 | 4% | -3% | -28% | -29% | 40% | -1 | 13 | -12% | -7% | 0%
COC(=O)N1c2ccccc2CCc2ccccc21 | -2 | 0% | -19% | 1% | 3% | -21% | -1 | 2 | -2% | -3% | -9%
C=CCOc1ccc(/C(O)=C2\C(=O)C(=O)N(CCN(C)C)C2c2cccs2)cc1 (stereo unspecified) | 22 | u | 5% | 11% | 24% | -4% | 1 | 8 | 17% | 3% | 7%
NC(=O)c1ccc(N2CCC(C(N)=O)CC2)c([N+](=O)[O-])c1 | 1 | 0% | -4% | 2% | -1% | 3% | 0 | 1 | 1% | 1% | 12%
CC(C)(C)c1ccc(/C=C/C(=O)N2CCOCC2)cc1 | 5 | 11µM* | -16% | u | u | u | 0 | 2 | u | u | 1%
COC(=O)c1ccc(CN(Cc2ccc(C(=O)OC)o2)C(C)(C)C)o1 | -20 | 5% | 0% | 1% | -1% | 39% | 2 | 2 | -6% | -3% | 3%

compound | Giardia kill | FLuc modulator | Tb PFK block | NPC1 promoter act | Rab9 prom act | RORg inh | FBPA coupling cs | KCNH2 3.1 block | Gal4-VP16 FLuc | ELG1 genotoxic | uPA surface inh
CCCCN(CC)CCNC(=O)c1cc2c(=O)n(C)c3ccccc3c2s1 | -3 | 0% | 0% | 1% | -3% | -33% | 0 | -9 | -12% | 7% | 1%
COC(=O)c1ccc(C23CC4(C2)[C@H](CN(C)[C@@H]4c2ccccc2)C3c2ccc(C(F)(F)F)cc2)cc1 (stereo partly specified) | -2 | 2% | -6% | -7% | -4% | 2%&4% | 1&1 | u | -5%&-2% | -6% | 1%
N/C(=N\OC(=O)c1ccc(F)cc1)c1nonc1N | -1 | 1.5µM* | -7% | -2% | -8% | 18% | 0 | -15 | -4% | 4% | 4%
COc1cc(NC(=O)CN(C)S(=O)(=O)c2ccc(-c3ccc(=O)[nH]n3)s2)cc(OC)c1 | 55[activator] | 3% | 1% | -4% | 0% | 21% | 3 | -7 | 3% | 1% | -12%
CCCCN(C(=O)CCC(=O)Nc1cc(C)on1)C(C(=O)NC1CCCC1)c1ccccc1OCC (stereo unspecified) | 6 | 0% | 5% | -2% | -1% | 23% | 3 | 25 | -6% | -2% | 0%
COc1cc(OC)cc(N2CCN(S(=O)(=O)c3ccc(-n4cnnn4)cc3)CC2)c1 | -4 | 8%&-3% | -11% | -1% | 2% | 5% | 0 | -4 | -8% | 7% | 3%
COc1cccc(CC2(CO)CCCN(Cc3cc(F)ccc3-n3cccn3)C2)c1 (stereo unspecified) | 1 | 3% | 3% | 1% | -12% | -23% | -3 | -105* | 6% | -6% | -2%
Cc1ccc(N2CC(C(=O)Nc3ccc(S(=O)(=O)N4CCCC4)cc3)CC2=O)cc1C (stereo unspecified) | -27 | -7% | 1% | -3% | 1% | -2% | -3 | 4 | 0% | 3% | 1%
CCCCN(C)S(=O)(=O)c1ccc(C(=O)N=c2sc3cc(NC(C)=O)ccc3n2C)cc1 | 6 | 2% | 2% | -3% | -2% | 1% | 6 | 4 | 1% | 0% | 16%
CN(C)S(=O)(=O)c1ccc(C(=O)NCC(=O)N/N=C/c2ccco2)cc1 | -3 | -2% | -1% | 0% | 1% | -1% | 1 | 43 | -6% | 2% | 13%
CCN1CCN(c2ccc(S(=O)(=O)N3CCOCC3)cc2NC(=O)/C=C/c2ccc(OC)cc2OC)CC1 | 3 | -2% | -4% | 1% | -7% | x | x | 1 | x | 0% | -8%
CC(=O)NC(c1ccccc1)c1cc(Cl)c2cccnc2c1O (stereo unspecified) | 2 | 2% | -3% | -41%[inhibitor] | -43%[inhibitor] | 1.4µM* | -6 | 0 | 1.1µM* | u | -17%
CCOc1ccc(CCNC(=O)Cn2ccc3ccccc3c2=O)cc1OCC | -2 | -1% | -5% | -3% | 0% | -2% | -1 | -9 | 0% | 6% | -17%
Nc1c(-c2ccc(Cl)cc2)cnn1-c1cc(C(F)(F)F)cc(C(F)(F)F)c1 | u | -2% | 2% | 1% | -2% | -7% | 0 | 7 | -8% | 4% | 4%
O=C(CSc1nc2ccccc2o1)N/N=C/c1ccco1 | -16 | 1% | 0% | -2% | 1% | 11% | -10 | -3 | 20% | 10% | -17%

compound | Giardia kill | FLuc modulator | Tb PFK block | NPC1 promoter act | Rab9 prom act | RORg inh | FBPA coupling cs | KCNH2 3.1 block | Gal4-VP16 FLuc | ELG1 genotoxic | uPA surface inh
CCS(=O)(=O)Nc1cc(C(=O)O)ccc1C | -22 | 0% | 2% | -1% | -8% | -3% | 1 | -4 | 2% | 0% | 5%
O=C(Nc1ccccc1F)c1ccc(Cn2cc(Cl)cn2)cc1 | -1 | u | u | 24% | u | 43% | -1 | -5 | -1% | u | -3%
COc1ccc(S(=O)(=O)N2CCC(NC(=O)C(Cc3cccc(OC)c3OC)NC(C)=O)CC2)cc1 (stereo unspecified) | u | 0% | 0% | -3% | 8% | 5% | -2 | 3 | -1% | 1% | 0%
CCOc1cc(NC(=S)NCCCN(C)C)c(OCC)cc1NC(=O)c1cccs1 | -2 | 1% | -4% | -3% | -7% | -13% | 0 | 11 | 7% | 0% | -3%
CCCCCCCN1C=CC(=O)CC1 | -6 | 0% | 3% | -3% | -2% | 10% | 7 | x | 2% | 2% | 1%
COc1cccc(OCCCCSc2ncccn2)c1 | 21 | u | -2% | 13% | 16% | 51% | 0 | 3 | 19% | u | 6%
CCN1C(=O)[C@H]2[C@H]3CN=C(SCc4ccc(C#N)cc4)N3[C@@](C)(C(=O)OC)[C@H]2C1=O | 16 | x | -1% | x | x | x | x | 9 | x | 1% | 7%
CN1CCN(S(=O)(=O)c2ccc(C#N)cc2)C(c2ccccc2)C1 (stereo unspecified) | -8 | 0% | -1% | 1% | 1% | x | x | 0 | x | 1% | -6%
COc1cc(NS(=O)(=O)c2c(C)[nH]c(C)c2C(=O)N2CCCCC2)cc(OC)c1OC | -8 | 3% | -1% | -2% | -1% | 6% | 0 | 6 | -5% | 0%[9.26 µM] | -3%
O=C(CSc1nnc(NC(=O)c2ccco2)s1)Nc1ccccc1F | 5 | 15µM* | 0% | -2% | 0% | 30% | 13 | -5 | u | 4% | -11%
CC(=O)N1CCOc2ccc(S(=O)(=O)Nc3ccc(Cl)cn3)cc21 | -20 | 4% | 2% | -1% | -3% | -12% | 1 | 17 | 3% | 0% | -3%
COc1cc(C(=O)NCC(=O)NCC(c2ccco2)N2CCCCC2)cc(OC)c1OC (stereo unspecified) | 16 | 2% | 5% | -1% | -7% | x | x | -31 | x | -3% | 0%
COc1ccc(N2CC(C(=O)Nc3cc(C(F)(F)F)ccc3N3CCCC3)CC2=O)c(OC)c1 (stereo unspecified) | -12 | -1% | -2% | -8% | -1% | x | x | -7 | x | -3% | -12%
Cc1cccc(C(=O)OCC(=O)N(CC(C)C)c2c(N)n(Cc3ccccc3)c(=O)[nH]c2=O)c1O | -5 | 0% | -2% | -1% | -5% | x | x | 1 | x | -4% | 4%
